# Bioassay records from PubChem BioAssay.
# E-sel inducer – E-selectin induction in HUVECs, primary screen, imaging, HUVEC, immunofluorescence imaging, single point; AID 686992, 2013; activation, % at 7.58 µM; normalized: neutral wells 0, TNF-alpha wells 100; P16581; 0.37% of 260,000 active;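 active = mean E-selectin-positive cell signal at least 10% of the positive control, reached in at least 60% of replicates, without over 20% cell loss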;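 also: in these data hits start at about 27%; measured in HUVEC primary endothelial cells; signal is the percent of cells scored E-selectin positive by PE staining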
# Target sequence (P16581 whole entry, looked up): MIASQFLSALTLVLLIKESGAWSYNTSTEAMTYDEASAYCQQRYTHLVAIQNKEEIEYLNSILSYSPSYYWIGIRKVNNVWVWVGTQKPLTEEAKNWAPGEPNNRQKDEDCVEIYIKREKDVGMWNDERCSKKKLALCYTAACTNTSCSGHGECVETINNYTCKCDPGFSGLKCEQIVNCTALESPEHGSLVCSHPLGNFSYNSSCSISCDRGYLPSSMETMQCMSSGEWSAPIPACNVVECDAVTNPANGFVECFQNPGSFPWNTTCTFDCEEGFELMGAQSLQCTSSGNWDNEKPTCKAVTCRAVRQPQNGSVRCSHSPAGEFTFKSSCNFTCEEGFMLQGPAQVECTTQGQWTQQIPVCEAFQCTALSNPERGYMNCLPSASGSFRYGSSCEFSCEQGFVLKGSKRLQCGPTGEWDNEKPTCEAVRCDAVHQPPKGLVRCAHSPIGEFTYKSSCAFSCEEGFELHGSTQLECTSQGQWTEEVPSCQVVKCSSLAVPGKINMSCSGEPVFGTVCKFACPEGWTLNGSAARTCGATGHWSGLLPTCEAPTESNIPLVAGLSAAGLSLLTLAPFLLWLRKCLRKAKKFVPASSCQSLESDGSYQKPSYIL
#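 Material: HUVEC primary endothelial cells; Amount: 3,000 cells per well; Dosing: single concentration; Medium: EGM-2 growth medium on 0.1% gelatin-coated wells; Read-out basis: percent E-selectin-positive cells; Signal: immunofluorescence imaging; Control set: TNF-alpha, DMSO.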
# Xi reactivation – activators of inactive X chromosome reactivation, primary screen, imaging, XiGFP fibroblasts, GFP high-content imaging, set 2 | XiGFP mouse fibroblasts, % GFP-positive cells imaging, 3 d; cells co-treated with 5-aza-dC sensitizer; scaled so ellipticine positive control = 100% | 0.055% of 360,000 active | AID 743238, 2013 | activation, % at 7.58 µM;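 active = mean normalized replicate activation at least 10% and every replicate at or above 10%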;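 also: 0% = median of on-plate neutral control wells and 100% = ellipticine 6 µM median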
#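 Assay system: SV40-immortalized XiGFP fibroblast cells, line 68-5-11; buffer or medium: DMEM plus 5-aza-dC sensitizer; compound: one concentration, pinned; timing: compounds 3 days, fix/stain 15 min at room temperature; benchmarks: positive control ellipticine, 6 µM final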
# RAD54 branch – inhibitors of human RAD54 branch migration, primary screen, biochemical, fluorescence, single point. DNA repair and recombination protein RAD54-like (Homo sapiens), Q92698. RAD54 Holliday junction branch migration, FAM/BHQ fluorescence. inhibition, % at 10.4 µM. 0.14% of 360,000 active;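 active = mean normalized replicate activity at least 40 and at least half of replicates scoring 40 or more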;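 also: 0% = median of neutral control wells and 100% = median of positive control wells; inhibitors cause a drop in the FAM fluorescence signal; in these data hits start at about 50%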
# ERp5 inh – inhibitors of ERp5-driven insulin aggregation, primary screen, biochemical, turbidity, absorbance 650 nm, single point; inhibition, % at 9.99 µM; 0.05% of 350,000 active; 90 min; Protein disulfide-isomerase A6 (Homo sapiens), Q15084;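 active = mean replicate inhibition above about 25%, with every replicate also reaching it, limit read from the data, passing the limit was not always enough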
# ERAP1 HTS inh – human ERAP1 aminopeptidase inhibitors, primary screen, biochemical, single point, plate reader. Endoplasmic reticulum aminopeptidase 1 (Homo sapiens), Q9NZ08. recombinant ERAP1, Leu-AMC fluorescence, 60 min. inhibition, % at 10.7 µM. 0.15% of 340,000 active;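 active = mean replicate inhibition of at least 30%, or all replicates individually reaching that 30% level; inactive = mean below 30% and not every replicate reaching it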;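 also: 0% = neutral control wells and 100% = L-leucinethiol positive control wells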
# S100A4 inh HTS – inhibitors of S100A4-myosin IIA peptide binding, primary screen, biochemical, fluorescence polarization, TAMRA-MyoIIA peptide; inhibition, % at 10.7 µM; 0.14% of 360,000 active; Protein S100-A4 (Homo sapiens), P26447; AID 652163, 2013;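 active = mean inhibition of at least 70% across replicates, with every replicate also reaching that level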
#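 Test system: S100A4 monomer protein. Medium: HEPES buffer with Ca2+, pH 7.2. Reagent: fluorescent myosin IIA peptide, 5 nM. Compound dosing: single-point compound testing. Timing: 5 min between mix addition and reading. Benchmarks: DMSO neutral and TFP positive wells.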
# RAD52 anneal inh – RAD52 DNA annealing inhibitors, primary screen, biochemical, FRET, single point, set 2; 0.46% of 360,000 active; inhibition, % at 18.7 µM; recombinant RAD52 DNA annealing, FRET fluorescence;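 active = every replicate showing at least 50% inhibition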
# Target sequence (P43351 whole entry, looked up): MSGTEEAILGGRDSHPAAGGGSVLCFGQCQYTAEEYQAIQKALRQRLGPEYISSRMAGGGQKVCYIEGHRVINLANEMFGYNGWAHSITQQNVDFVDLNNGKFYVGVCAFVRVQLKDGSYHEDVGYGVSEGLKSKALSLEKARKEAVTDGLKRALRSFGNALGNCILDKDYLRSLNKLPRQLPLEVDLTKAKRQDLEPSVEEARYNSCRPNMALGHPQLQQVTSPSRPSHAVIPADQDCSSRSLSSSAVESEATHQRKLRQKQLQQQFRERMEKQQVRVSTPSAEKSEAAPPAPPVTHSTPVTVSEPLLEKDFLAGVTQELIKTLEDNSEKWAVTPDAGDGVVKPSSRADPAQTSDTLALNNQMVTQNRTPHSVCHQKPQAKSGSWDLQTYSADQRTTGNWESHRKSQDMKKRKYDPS
# esBAF inh – Bmi1 luciferase reporter increase in mESCs, primary screen, esBAF inhibitor project, mouse ES cells, Bmi1 luciferase knock-in, single point; 24 h; 100% = twice the neutral-well signal; reporter increase, % at 12.5 µM; 2% of 350,000 active; in the data active = activation above about 40%;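 also: 0% = median of the plate's neutral control wells and 100% = double that signal; a rise in the Bmi1 reporter signal indicates esBAF inhibition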
# An asterisk follows results filed as active; x = not tested or not shown; & = joins results of further samples.
SMILES,E-sel inducer,Xi reactivation,RAD54 branch,ERp5 inh,ERAP1 HTS inh,S100A4 inh HTS,RAD52 anneal inh,esBAF inh
Cc1ccc(S(=O)(=O)N[C@@H]2CC[C@@H](CCNC(=O)c3ccccc3F)O[C@H]2CO)cc1,-1.4,-0.2,-2.1,-0.4,-0.2,12.4,8.8,6.2
O=C(C[C@@H]1CC[C@@H]2[C@H](COC[C@H](O)CN2C(=O)c2ccccc2F)O1)NCc1ccc(Cl)cc1,-0.2,0.0,3.5,4.8,-0.1,-24.6,-6.0,-1.0
O=C1CN(C(=O)COC(=O)/C=C/c2ccc(F)cc2)c2ccccc2N1,0.1,0.1,5.0,3.8,2.0,1.0,-23.7,-3.9
COc1ccc(CN(C)C[C@@H]2Oc3ccc(NC(=O)Nc4ccccc4)cc3C(=O)N([C@H](C)CO)C[C@@H]2C)cc1,-0.1,-0.1,-3.0,4.4,-4.8,2.3,8.2,-3.2
CC1=C(C(=O)N(C(C)C)C(C)C)CC(CC(=O)NCCCN(C)C)C(=O)N1CCC1=CCCCC1 (centres undefined),0.0,0.1,10.1,-4.4,-7.9,-1.5,-7.4,1.1
O=C(CN1C(=O)NC2(CCCC2)C1=O)Nc1ccccc1-c1ccccc1,0.1,0.0,-0.7,4.1,5.4,-4.9,-15.9,x
C[C@@H](NC(=O)C[C@H]1C[C@@H]2c3cc(NC(=O)CN(C)C)ccc3O[C@@H]2[C@H](CO)O1)c1ccccc1,0.3,0.4,-3.2,-0.9,-0.2,-3.6,4.0,-0.6
COc1cccc(CN(C)C(=O)C2CCN(S(=O)(=O)c3cccs3)CC2)c1OC,x,0.0,-1.8,3.6,-0.3,0.7,-17.6,7.4
CC1CCCC(NC(=O)c2ccc(F)c(S(=O)(=O)N3CCOCC3)c2)C1C (centres undefined),-0.4,-0.1,x,1.9,-0.4,3.2,-13.0,x
O=C(Nc1nnc(CCc2ccccc2)s1)c1cccc(F)c1,x,0.6,-1.2,-1.7,-0.9,-2.0,-1.9,16.9
O=C(COc1ccccc1Cl)Nc1ccc(N2CCCC2)cc1,2.3,0.0,-6.0,-0.5,-7.5,-4.3,-13.1,7.4
CCOC(=O)C1CCCN(CC(=O)N(C)c2c(N)n(Cc3ccccc3)c(=O)[nH]c2=O)C1 (centres undefined),-0.3,0.1,-17.0,-12.4,-1.8,1.4,-15.6,-4.8

# Reprinted at random: 5 compounds from above.
SMILES,E-sel inducer,Xi reactivation,RAD54 branch,ERp5 inh,ERAP1 HTS inh,S100A4 inh HTS,RAD52 anneal inh,esBAF inh
COc1ccc(CN(C)C[C@@H]2Oc3ccc(NC(=O)Nc4ccccc4)cc3C(=O)N([C@H](C)CO)C[C@@H]2C)cc1,-0.1,-0.1,-3.0,4.4,-4.8,2.3,8.2,-3.2
CCOC(=O)C1CCCN(CC(=O)N(C)c2c(N)n(Cc3ccccc3)c(=O)[nH]c2=O)C1 (centres undefined),-0.3,0.1,-17.0,-12.4,-1.8,1.4,-15.6,-4.8
O=C(C[C@@H]1CC[C@@H]2[C@H](COC[C@H](O)CN2C(=O)c2ccccc2F)O1)NCc1ccc(Cl)cc1,-0.2,0.0,3.5,4.8,-0.1,-24.6,-6.0,-1.0
O=C(CN1C(=O)NC2(CCCC2)C1=O)Nc1ccccc1-c1ccccc1,0.1,0.0,-0.7,4.1,5.4,-4.9,-15.9,x
C[C@@H](NC(=O)C[C@H]1C[C@@H]2c3cc(NC(=O)CN(C)C)ccc3O[C@@H]2[C@H](CO)O1)c1ccccc1,0.3,0.4,-3.2,-0.9,-0.2,-3.6,4.0,-0.6

# More compounds follow:
SMILES,E-sel inducer,Xi reactivation,RAD54 branch,ERp5 inh,ERAP1 HTS inh,S100A4 inh HTS,RAD52 anneal inh,esBAF inh
C[C@H](CO)N1C[C@H](C)[C@@H](CN(C)S(=O)(=O)c2cccc(F)c2)Oc2ncc(-c3cccc(C(=O)N(C)C)c3)cc2C1=O,0.0,-0.4,5.1,2.2,-1.8,-8.8,-14.5,6.9
Cc1ccc(S(=O)(=O)N(C)C[C@@H]2OCCCC[C@@H](C)Oc3ccc(NC(=O)NC4CCCCC4)cc3C(=O)N([C@H](C)CO)C[C@@H]2C)cc1,-0.2,0.2,4.6,-1.8,3.3,-11.1,2.2,9.3
C=CCC1(CC=C)CCCN1C(=O)Cn1nnnc1CN(C)C(C)C,0.1,0.0,-0.6,1.8,1.2,0.4,-9.6,2.1
C[C@H](CO)N1C[C@H](C)[C@H](CN(C)S(=O)(=O)c2ccc(Cl)cc2)Oc2ccc(NC(=O)Nc3ccc(F)cc3)cc2CC1=O,39.8*,0.0,2.6,12.0,-1.6,2.2,0.8,1.0
COc1ccc(OC)c(NC(=O)CN(c2ccc(C(C)C)cc2)S(=O)(=O)c2c(C)noc2C)c1,x,7.0,-10.8,2.5,x,-1.2,-21.7,-13.6
CSc1ccc(CN2CCC(C)(Oc3cccc(Cl)c3)C2)cc1 (centres undefined),0.1,-0.1,-2.2,-2.9,-0.8,-1.2,-33.5,-3.7
C[C@@H]1CN([C@@H](C)CO)C(=O)Cc2cc(NC(=O)Cc3cn(C)c4ccccc34)ccc2O[C@@H]1CN(C)S(=O)(=O)c1ccccc1,-0.1,0.0,1.7,4.8,-1.3,0.8,-21.3,-0.6
Cc1cccc(S(=O)(=O)N2C[C@H](O)COC[C@H]3O[C@@H](CC(=O)NCCCN4CCOCC4)CC[C@@H]32)c1,0.0,0.0,-4.8,5.0,-1.0,8.0,7.9,-3.7
C=CCn1c(CSCc2ccc(F)cc2)n[nH]c1=S,x,0.0,-5.4,-0.2,4.7,-5.6,-5.4,-4.1
COc1cccc(CN(C)C[C@H]2OCc3cn(nn3)CCCC(=O)N([C@@H](C)CO)C[C@H]2C)c1,0.6,0.2,3.8,1.8,1.5,0.4,3.9,-2.7
Cc1ccc(NC(=O)C2CC2c2ccccc2)cc1 (centres undefined),0.1,0.1,0.0,-12.8,2.3,-4.1,-2.5,20.7
O=C(O)Cc1ccc(O)c(O)c1,-0.1,0.5,-4.3,-2.8,-0.4,-0.1,-13.0,1.8
Cc1ccc(C)c(N(CC(=O)Nc2ccc(-c3nc4ccc(C)cc4s3)cc2)S(C)(=O)=O)c1,9.0,0.4,3.1,-2.1,0.2,0.6,-9.2,34.5
O=C(CN(Cc1ccccc1Cl)C(=O)c1csnn1)NCc1ccccc1,x,-0.1,-3.9,1.2,-3.0,-2.7,-9.8,25.4
COc1cccc(NC(=O)c2ccc3nsnc3c2)c1,x,0.3,3.1,0.9,0.3,19.1,-12.6,56.3*
CN1CCN(c2ccc(S(=O)(=O)N3CCCCC3)cc2NC(=O)CCc2ccccc2)CC1,x,0.7,-4.1,4.2,0.9,-1.0,-7.2,1.2
COC(=O)[C@]1(C)N[C@H](c2ccc(-c3cccc(Cl)c3)c(OC)c2)[C@@H]2C(=O)N(C)C(=O)[C@@H]21,0.0,0.0,-4.2,-1.3,-3.5,-2.5,-71.8,-5.5
O=C(C[C@@H]1C[C@H]2c3cc(NC(=O)Nc4ccc(C(F)(F)F)cc4)ccc3O[C@H]2[C@H](CO)O1)NC1CCCCC1,0.6,0.3,-2.9,2.8,-1.2,21.0,-15.6,18.3
CCOC(=O)c1cc(-c2ccc(OC)cc2)n(CCC(=O)NC2CCN(Cc3ccccc3)CC2)c1C,x,-0.1,x,0.3,4.1,0.5,-42.3,x
CNC[C@@H]1Oc2c(NS(=O)(=O)c3ccc(OC)cc3)cccc2C(=O)N([C@H](C)CO)C[C@@H]1C,x,-1.3,0.5,1.0,2.8,-1.4,-1.7,4.0
Cc1c(C)n(CC(O)CN(CCO)CCO)c2ccccc12 (centres undefined),1.2,0.2,x,-10.4,0.4,-4.3,16.2,x
CC(CC(=O)c1ccccc1)=NCCCN=C(C)CC(=O)c1ccccc1,2.8,0.0,-2.6,-7.4,5.6,-7.0,-78.4,x
CCCNC(=O)[C@H]1[C@H](CO)[C@H]2Cn3c(ccc(-c4cccc(F)c4)c3=O)[C@@H]1N2C(=O)CC,0.2,0.0,-4.1,8.9,1.5,10.3,2.9,-0.7
O=C(C[C@H]1CC[C@@H]2[C@H](COC[C@@H](O)CN2S(=O)(=O)c2ccc(Oc3ccccc3)cc2)O1)Nc1ccccc1,0.4,1.1,-3.8,-3.0,-0.2,-9.1,12.7,-0.5
OC(CNCCc1ccccc1)c1ccccc1 (centres undefined),x,x,6.4,-2.9,1.7,8.5,-24.9,-12.9
COc1ccccc1NC(=O)CC(=O)c1ccccc1,-0.1,0.1,0.7,2.5,0.5,-4.6,-8.8,-4.9
CCN(CC)S(=O)(=O)c1ccc(Oc2ccccc2OC)cc1,0.9,0.2,-7.6,-10.5,-0.2,14.1,-1.9,-2.4
CO[C@H]1CN(C)C(=O)c2cc(NC(=O)Nc3ccc(Cl)cc3)ccc2OC[C@H](C)N(C(=O)Nc2c(C)noc2C)C[C@H]1C,-0.2,0.5,3.6,x,x,x,x,4.3
C/C=C/[C@@H](CCn1cc([C@H](O)c2ccccc2)nn1)[Si](C)(C)c1ccc(OC)cc1,x,x,-1.9,1.9,-0.5,2.3,0.7,x
O=C(Cc1ccc2c(c1)OCCO2)N1CCN(c2ccccc2)CC1,2.8,0.2,2.3,-9.5,-4.3,1.0,-25.8,-3.7
COc1ccc(C(=O)C2CCN(C(=S)NCC3CCCO3)CC2)cc1 (centres undefined),1.0,-0.1,x,2.1,-1.4,-23.0,-6.8,x
CC(C)C[C@@H]1COc2cc(N3CCCC3)ccc2S(=O)(=O)N1,0.4,0.2,x,-1.6,-3.6,-5.1,-5.5,x
COc1cccc(N2CCN(C(=O)Cn3c(=O)oc4ccccc43)CC2)c1,0.5,-0.1,-3.3,1.1,0.6,-9.9,4.5,-3.4
C[C@H](CO)N1C[C@H](C)[C@@H](CN(C)C(=O)Nc2ccccc2F)OCc2cn(nn2)CCCC1=O,0.1&0.0,0.1&-0.2,3.0,-2.9&-1.0,-0.8&-1.2,1.3&-8.6,-0.8&-5.5,0.7
Cc1ccc(OS(=O)(=O)c2ccc(N3C(=O)CCC3=O)cc2)cc1,0.1,0.0,-3.4,-7.6,-2.6,-2.4,-8.2,-3.0
CCCCn1c(N)c(N(CC(C)C)C(=O)c2cc3ccccc3cc2OC)c(=O)[nH]c1=O,-0.2,0.0,7.6,-4.9,-1.8,-4.6,-8.3,5.9
Cc1ccc(NC(=O)CSc2ncc3ccccn23)cc1,3.6,0.1,4.2,3.3,3.8,-11.4,-10.1,x
Cc1cccc2cc(C3CC(c4ccco4)=NN3S(C)(=O)=O)c(Cl)nc12 (centres undefined),4.1,0.0,-0.7,-3.3,2.1,-5.7,-31.2,x
Cc1cccc(NC(=S)Nc2ccccn2)c1,x,0.0,x,3.0,x,0.2,-11.5,x
CC(C)NC(=O)N1C[C@H]2[C@@H](c3ccccc31)[C@@H](CO)N2C(=O)c1ccncc1,0.4,0.0,-0.4,-3.2,-5.2,21.8,0.9,-4.5
